NSD2 block = inhibitors of human NSD2, primary screen, biochemical, plate reader, single point | Histone-lysine N-methyltransferase NSD2 (Homo sapiens), O96028 | NSD2-SET H3K36me1 DELFIA fluorescence | inhibition, % at 12.5 µM | hit rate 0.07% among 44,000; in the data active means inhibition above about 54%, passing the limit was not always enough;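 further: inhibitors reduce the monomethyl H3K36 fluorescence signal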
Target sequence (O96028 whole entry, looked up): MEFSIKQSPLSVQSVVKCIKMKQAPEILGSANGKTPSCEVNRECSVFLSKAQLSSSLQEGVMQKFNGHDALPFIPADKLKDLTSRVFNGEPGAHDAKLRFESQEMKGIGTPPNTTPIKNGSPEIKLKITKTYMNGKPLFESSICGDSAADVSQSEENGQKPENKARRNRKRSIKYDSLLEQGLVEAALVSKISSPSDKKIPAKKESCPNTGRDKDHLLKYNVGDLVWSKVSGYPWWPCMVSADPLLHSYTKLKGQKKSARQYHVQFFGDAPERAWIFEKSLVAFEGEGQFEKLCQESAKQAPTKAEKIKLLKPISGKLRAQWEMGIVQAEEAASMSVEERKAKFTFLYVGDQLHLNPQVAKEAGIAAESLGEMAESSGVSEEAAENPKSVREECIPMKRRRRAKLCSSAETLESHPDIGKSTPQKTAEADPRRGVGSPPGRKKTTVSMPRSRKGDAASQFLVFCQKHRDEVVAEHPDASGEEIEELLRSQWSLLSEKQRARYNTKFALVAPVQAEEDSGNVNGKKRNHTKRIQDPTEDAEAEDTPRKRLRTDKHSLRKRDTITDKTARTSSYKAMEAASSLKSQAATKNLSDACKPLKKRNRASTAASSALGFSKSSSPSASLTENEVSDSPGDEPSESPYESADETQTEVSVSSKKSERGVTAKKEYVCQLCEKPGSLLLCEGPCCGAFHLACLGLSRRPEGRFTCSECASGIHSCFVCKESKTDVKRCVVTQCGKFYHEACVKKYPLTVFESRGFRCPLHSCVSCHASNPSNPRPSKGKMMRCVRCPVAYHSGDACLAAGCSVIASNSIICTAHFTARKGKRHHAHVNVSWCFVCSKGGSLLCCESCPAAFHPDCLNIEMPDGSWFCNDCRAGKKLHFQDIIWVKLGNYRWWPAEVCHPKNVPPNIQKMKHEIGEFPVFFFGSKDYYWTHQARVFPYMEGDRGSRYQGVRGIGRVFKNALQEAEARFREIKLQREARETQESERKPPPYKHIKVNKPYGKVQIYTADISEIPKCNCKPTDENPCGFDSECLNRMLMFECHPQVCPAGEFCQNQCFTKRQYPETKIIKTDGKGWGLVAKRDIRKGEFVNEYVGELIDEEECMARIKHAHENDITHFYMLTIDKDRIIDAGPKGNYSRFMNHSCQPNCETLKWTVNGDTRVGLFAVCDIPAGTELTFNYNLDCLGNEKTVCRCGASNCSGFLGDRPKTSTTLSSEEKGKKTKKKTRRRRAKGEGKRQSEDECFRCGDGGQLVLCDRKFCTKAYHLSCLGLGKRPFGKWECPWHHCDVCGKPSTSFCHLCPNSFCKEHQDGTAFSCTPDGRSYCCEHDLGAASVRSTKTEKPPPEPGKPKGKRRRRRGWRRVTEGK
An asterisk follows results filed as active. A portion of the library (hit frequency here may not be typical).

Screening COc1ccc(S(=O)(=O)Nc2ccc3c(c2)CC(=O)N([C@H](C)CO)C[C@@H](C)[C@H](CN(C)S(C)(=O)=O)O3)cc1 returned NSD2 block 2.
Cc1noc(C)c1NC(=O)Nc1cccc2c1O[C@H](CN(C)C(=O)Nc1ccccc1)[C@@H](C)CN([C@H](C)CO)C2=O was read as NSD2 block 0.
`C[C@H](CO)N1C[C@H](C)[C@@H](CN(C)C)OCCCC[C@H](C)Oc2ccc(NS(=O)(=O)c3ccc(Cl)cc3)cc2C1=O` gave NSD2 block -2.
For COc1ccc(CNC(=O)N(C)C[C@@H]2OCc3ccccc3-c3c(n(C)c4ccccc34)C(=O)N([C@H](C)CO)C[C@@H]2C)cc1 the results were NSD2 block -2.
`O=C(CCCCCCC(=O)N/N=C/c1cc(O)ccc1[N+](=O)[O-])NO` gave NSD2 block 2.
Screening C[C@H](CO)N1C[C@H](C)[C@H](CN(C)S(=O)(=O)c2ccc(F)cc2)Oc2ccc(NC(=O)Nc3ccc4c(c3)OCO4)cc2C1=O returned NSD2 block -3.
For CC(C)C#Cc1ccc2c(c1)O[C@H](CN(C)C(=O)c1ccccn1)[C@@H](C)CN([C@H](C)CO)S2(=O)=O the results were NSD2 block 1.
`COc1ccc(NC(=O)N(C)C[C@@H]2Oc3ccc(NS(=O)(=O)c4c(C)noc4C)cc3CC(=O)N([C@@H](C)CO)C[C@H]2C)cc1` gave NSD2 block 5.
O=C(C[C@H]1C[C@H]2c3cc(NC(=O)Nc4ccccc4)ccc3O[C@H]2[C@H](CO)O1)NCc1ccccn1 was read as NSD2 block -5.
Cc1noc(C)c1NC(=O)Nc1ccc2c(c1)CC(=O)N([C@H](C)CO)C[C@H](C)[C@H](CN(C)Cc1ccc(C(=O)O)cc1)O2 was read as NSD2 block 0.
C[C@H]1CN([C@@H](C)CO)C(=O)c2cc(-c3cccnc3)cnc2O[C@H]1CN(C)C was read as NSD2 block -1.
For CC(C)(C)OC(=O)Nc1ccc(/C=N/NC(=O)CCCCCCC(=O)Nc2ccccc2O)cc1 the results were NSD2 block -5.
Screening C[C@@H]1CN([C@H](C)CO)C(=O)c2cccc(N(C)C)c2O[C@H]1CN(C)Cc1ccccc1 returned NSD2 block -1.
For C[C@@H]1CN([C@@H](C)CO)C(=O)c2cc(C#Cc3ccccn3)cnc2O[C@H]1CN(C)C(=O)c1ccccn1 the results were NSD2 block -33.
For C[C@@H]1CN([C@H](C)CO)C(=O)Cc2cc(NS(=O)(=O)c3ccccc3)ccc2O[C@@H]1CN(C)Cc1ccc(C(=O)Nc2ccccc2N)cc1 the results were NSD2 block -5.
COc1ccc([Si](C)(C)[C@H]2[C@H](CCO)O[C@@]3(C(=O)N(c4ccccc4)c4ccccc43)[C@@H]2C)cc1 was read as NSD2 block 5.
COc1cccc(S(=O)(=O)N(C)C[C@H]2OCc3ccccc3-c3ccccc3C(=O)N([C@H](C)CO)C[C@@H]2C)c1 was read as NSD2 block 0.
C[C@H](CO)N1C[C@H](C)[C@@H](CN(C)S(=O)(=O)c2ccc(Cl)cc2)OCCCC[C@H](C)Oc2ccc(NC(=O)Nc3ccccc3)cc2C1=O was read as NSD2 block 3.
`C[C@H]1CCCCO[C@@H](CN(C)Cc2ccc(C(F)(F)F)cc2)[C@@H](C)CN([C@@H](C)CO)C(=O)c2cc(NC(=O)Nc3ccc4c(c3)OCO4)ccc2O1` gave NSD2 block 2.
For C[C@@H]1CN([C@@H](C)CO)C(=O)c2cc(NC(=O)Cc3ccccc3)ccc2O[C@@H]1CN(C)Cc1ccc(C(=O)O)cc1 the results were NSD2 block 0.
Screening C[C@@H]1CN([C@@H](C)CO)S(=O)(=O)c2ccc(C#CCN(C)C)cc2O[C@@H]1CN(C)C returned NSD2 block -4.
C[C@H](CO)N1C[C@H](C)[C@@H](CN(C)S(=O)(=O)c2ccc(Cl)cc2)Oc2ccc(NC(=O)Cc3cn(C)c4ccccc34)cc2CC1=O was read as NSD2 block 6.
For C[C@H](CO)N1C[C@H](C)[C@H](CN(C)Cc2ccc(C(F)(F)F)cc2)Oc2c(cccc2N(C)C)C1=O the results were NSD2 block 3.
`CC(C)NC(=O)Nc1cccc2c1O[C@@H](CN(C)C(=O)Nc1ccc3c(c1)OCO3)[C@@H](C)CN([C@H](C)CO)C2=O` gave NSD2 block 1.
For C[C@H](CO)N1C[C@H](C)[C@@H](CN(C)Cc2ccc3c(c2)OCO3)Oc2ccc(NC(=O)Nc3ccc4c(c3)OCO4)cc2C1=O the results were NSD2 block -12.
For COc1ccc(-c2ccc3c(c2)O[C@@H](CN(C)C(C)=O)[C@H](C)CN([C@H](C)CO)S3(=O)=O)cc1 the results were NSD2 block 0.
Screening O=C1c2ccccc2-c2n[nH]c3cccc1c23 returned NSD2 block 4.
C[C@H]1CN([C@@H](C)CO)C(=O)c2cc(NC(=O)Nc3cccc4ccccc34)ccc2O[C@@H]1CN(C)Cc1ccc(C(=O)Nc2ccccc2N)cc1 was read as NSD2 block 0.
For COCC(=O)Nc1ccc2c(c1)[C@@H]1C[C@H](CC(=O)N[C@H](C)c3ccccc3)O[C@@H](CO)[C@@H]1O2 the results were NSD2 block 5.
Screening C[C@@H]1CN([C@@H](C)CO)C(=O)c2cccc(NS(=O)(=O)c3ccc(F)cc3)c2O[C@H]1CN(C)Cc1ccc(C(=O)Nc2ccccc2N)cc1 returned NSD2 block 3.

Reprinted from the part before: 5 entries; new compounds follow.
For COc1ccc(-c2ccc3c(c2)O[C@@H](CN(C)C(C)=O)[C@H](C)CN([C@H](C)CO)S3(=O)=O)cc1 the results were NSD2 block 0.
Screening O=C1c2ccccc2-c2n[nH]c3cccc1c23 returned NSD2 block 4.
C[C@H]1CN([C@@H](C)CO)C(=O)c2cc(NC(=O)Nc3cccc4ccccc34)ccc2O[C@@H]1CN(C)Cc1ccc(C(=O)Nc2ccccc2N)cc1 was read as NSD2 block 0.
For COCC(=O)Nc1ccc2c(c1)[C@@H]1C[C@H](CC(=O)N[C@H](C)c3ccccc3)O[C@@H](CO)[C@@H]1O2 the results were NSD2 block 5.
Screening C[C@@H]1CN([C@@H](C)CO)C(=O)c2cccc(NS(=O)(=O)c3ccc(F)cc3)c2O[C@H]1CN(C)Cc1ccc(C(=O)Nc2ccccc2N)cc1 returned NSD2 block 3.
`Cc1noc(C)c1NC(=O)Nc1ccc2c(c1)C(=O)N([C@@H](C)CO)C[C@@H](C)[C@@H](CN(C)S(=O)(=O)c1cccs1)OCCCC[C@@H](C)O2` gave NSD2 block 29.
For COc1ccc(COCC23N=C4SCc5ccccc5C(=O)N4[C@H](c4ccccc4O2)[C@H]3CO)cc1 the results were NSD2 block -1.
`C[C@H](CO)N1C[C@H](C)[C@H](CN(C)S(=O)(=O)c2ccc(-n3cccn3)cc2)OCc2cnnn2CCCC1=O` gave NSD2 block -2.
Screening COc1cccc(C#Cc2cnc3c(c2)C(=O)N([C@H](C)CO)C[C@H](C)[C@@H](CN(C)C)O3)c1 returned NSD2 block 6.
C[C@@H]1CCCCO[C@H](CN(C)C(=O)Nc2ccccc2)[C@H](C)CN([C@H](C)CO)C(=O)c2cc(NC(=O)c3ccccc3)ccc2O1 was read as NSD2 block 0.
Screening C[C@H]1CN([C@@H](C)CO)C(=O)CCCn2cc(nn2)CO[C@@H]1CN(C)Cc1ccc2c(c1)OCO2 returned NSD2 block 7.
CC(C)CC#Cc1ccc2c(c1)O[C@@H](CN(C)C(=O)c1ccccn1)[C@H](C)CN([C@@H](C)CO)S2(=O)=O was read as NSD2 block 1.
For CCCC#Cc1cnc2c(c1)C(=O)N([C@@H](C)CO)C[C@H](C)[C@@H](CN(C)C(=O)c1cnccn1)O2 the results were NSD2 block 0.
Screening C[C@@H]1CN([C@@H](C)CO)C(=O)CCCn2cc(nn2)CO[C@H]1CN(C)C(=O)Nc1ccc2c(c1)OCO2 returned NSD2 block 3.
C[C@@H]1CN([C@H](C)CO)C(=O)c2cc(-c3ccc(F)cc3)cnc2O[C@H]1CN(C)C(=O)Cc1ccccc1 was read as NSD2 block 7.
`O=C(C[C@H]1C[C@@H]2c3cc(NC(=O)Nc4ccccc4)ccc3O[C@@H]2[C@@H](CO)O1)NC1CCCCC1` gave NSD2 block -2.
For Cc1noc(C)c1NC(=O)N(C)C[C@H]1OCCCC[C@H](C)Oc2ccc(NC(=O)Nc3cccc4ccccc34)cc2C(=O)N([C@H](C)CO)C[C@@H]1C the results were NSD2 block -4.
For C[C@H](CO)N1C[C@H](C)[C@@H](CN(C)Cc2ccc(C(F)(F)F)cc2)Oc2ccc(NC(=O)Cc3ccccc3)cc2CC1=O the results were NSD2 block -5.
For CC(C)[C@@H](C)NC(=O)N(C)C[C@H]1OCc2ccccc2-c2c(n(C)c3ccccc23)C(=O)N([C@H](C)CO)C[C@H]1C the results were NSD2 block 1.
Screening CC(C)=CCc1c(O)ccc2c1OC(c1ccc(O)c(O)c1)CC2=O (configuration not stated) returned NSD2 block 0.
Screening Cc1sc2nc(SCC(=O)NCC3CCCO3)n(-c3ccccc3)c(=O)c2c1C (configuration not stated) returned NSD2 block -1.
For O=C(C1=C[C@@H](c2ccc3c(c2)Cc2ccccc2-3)C[C@@H](OCCCCO)O1)N1CCCCC1 the results were NSD2 block -1.
C[C@@H]1CN([C@@H](C)CO)S(=O)(=O)c2ccc(-c3cccc(F)c3)cc2O[C@H]1CN(C)C(=O)c1cccc(F)c1 was read as NSD2 block 3.
O=C(CCCCCCC(=O)Nc1ccccc1O)N/N=C/c1ccc([N+](=O)[O-])s1 was read as NSD2 block 1.
`C[C@@H]1CN([C@@H](C)CO)C(=O)c2cc(NC(=O)CCC(F)(F)F)ccc2O[C@@H]1CN(C)S(=O)(=O)c1ccccc1` gave NSD2 block 3.

Three entries out of the list, ordered by molecular weight, largest number first.
C[C@H](CO)N1C[C@H](C)[C@@H](CN(C)S(=O)(=O)c2ccc(Cl)cc2)Oc2ccc(NC(=O)Cc3cn(C)c4ccccc34)cc2CC1=O was read as NSD2 block 6.
For C[C@H](CO)N1C[C@H](C)[C@@H](CN(C)Cc2ccc3c(c2)OCO3)Oc2ccc(NC(=O)Nc3ccc4c(c3)OCO4)cc2C1=O the results were NSD2 block -12.
Screening C[C@H]1CN([C@@H](C)CO)C(=O)CCCn2cc(nn2)CO[C@@H]1CN(C)Cc1ccc2c(c1)OCO2 returned NSD2 block 7.

Following part.
Screening Cc1ccc(-c2cnc3c(c2)C(=O)N([C@@H](C)CO)C[C@@H](C)[C@H](CN(C)Cc2ccccc2F)O3)cc1 returned NSD2 block -8.
For C[C@H]1CN([C@@H](C)CO)C(=O)c2cc(C#CC3CCCCC3)cnc2O[C@H]1CN(C)Cc1cccnc1 the results were NSD2 block -5.
C[C@H](CO)N1C[C@H](C)[C@@H](CN(C)C(=O)c2ccncc2)OCCCC[C@H](C)Oc2ccc(NC(=O)CCC(F)(F)F)cc2C1=O was read as NSD2 block 1.
Screening CN(C)CC(=O)Nc1ccc2c(c1)[C@@H]1C[C@H](CC(=O)NCc3ccccc3F)O[C@H](CO)[C@@H]1O2 returned NSD2 block -3.
For C[C@H](CO)N1C[C@H](C)[C@H](CN(C)CC2CC2)Oc2c(NS(C)(=O)=O)cccc2C1=O the results were NSD2 block 1.
Screening C[C@H]1CCCCO[C@H](CN(C)C(=O)Nc2ccc(C(F)(F)F)cc2)[C@@H](C)CN([C@@H](C)CO)C(=O)c2cc(NC(=O)Nc3ccccc3)ccc2O1 returned NSD2 block -5.
Screening C[C@@H]1CN([C@H](C)CO)C(=O)c2cc(-c3cccnc3)cnc2O[C@@H]1CN(C)S(C)(=O)=O returned NSD2 block 2.
For C[C@H](CO)N1C[C@H](C)[C@H](CN(C)Cc2ccc3c(c2)OCO3)Oc2ccc(NS(=O)(=O)c3ccc(F)cc3)cc2CC1=O the results were NSD2 block 1.
`C[C@H]1CN([C@@H](C)CO)C(=O)c2cccc(N(C)C)c2O[C@@H]1CN(C)C(=O)Nc1ccc(F)cc1` gave NSD2 block 3.
Screening C[C@H]1CN([C@@H](C)CO)C(=O)Cc2cc(NC(=O)NC3CCCCC3)ccc2O[C@@H]1CN(C)Cc1ccc(Oc2ccccc2)cc1 returned NSD2 block -4.
OC1(c2ccc(Cl)cc2)CCN(Cc2c[nH]c3ccccc23)CC1 was read as NSD2 block 9.
CCC(=O)N(C)C[C@H]1Oc2cc(C#CCC(C)C)ccc2S(=O)(=O)N([C@H](C)CO)C[C@H]1C was read as NSD2 block 1.
`C[C@H]1CN([C@@H](C)CO)S(=O)(=O)c2ccc(C#CC3CC3)cc2O[C@H]1CN(C)Cc1ccncc1` gave NSD2 block -6.
Clc1ccc(Cn2c(CN3CCCC3)nc3ccccc32)cc1 was read as NSD2 block 2.
Screening C[C@@H]1CN([C@@H](C)CO)C(=O)c2cc(C3=CCCCC3)cnc2O[C@@H]1CN(C)C(=O)c1cccc(F)c1 returned NSD2 block -10.
For COc1cccc(-c2ccc3c(c2)O[C@@H](CN(C)C(=O)C2CCCCC2)[C@@H](C)CN([C@@H](C)CO)S3(=O)=O)c1 the results were NSD2 block -5.
Screening COCC#Cc1ccc2c(c1)O[C@H](CN(C)C(=O)Nc1ccc(OC)cc1)[C@H](C)CN([C@H](C)CO)S2(=O)=O returned NSD2 block 0.
For C[C@H](CO)N1C[C@H](C)[C@@H](CN(C)C(=O)c2ccccc2)OCCCC[C@H](C)Oc2ccc(NC(=O)Nc3cccc4ccccc34)cc2C1=O the results were NSD2 block 2.
For CCCNC(=O)N(C)C[C@@H]1Oc2ncc(-c3ccc(C(=O)N(C)C)cc3)cc2C(=O)N([C@@H](C)CO)C[C@@H]1C the results were NSD2 block -1.
`CCCC#Cc1cnc2c(c1)C(=O)N([C@@H](C)CO)C[C@H](C)[C@H](CN(C)Cc1cccnc1)O2` gave NSD2 block 3.
C[C@H](CO)N1C[C@H](C)[C@@H](CN(C)CC2CCCCC2)Oc2c(NS(=O)(=O)c3cccs3)cccc2C1=O was read as NSD2 block 2.
`Cc1noc(C)c1S(=O)(=O)N(C)C[C@@H]1Oc2ccc(NC(=O)C3CCCCC3)cc2CC(=O)N([C@H](C)CO)C[C@@H]1C` gave NSD2 block 3.

Source: PubChem
